# MsrA act: bovine methionine sulfoxide reductase A activation; activation, % at 10.6 µM; purified bovine MsrA, absorbance read-out; AID 602163; 360,000 tested, 0.3% active; in the data active = activation above about 7.5%;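 note: 0% = vehicle and 100% = reference activator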
# TbMetRS inhib: blocks T. brucei methionyl-tRNA synthetase activity. purified T. brucei MetRS, ATP depletion, Kinase-Glo luminescence. inhibition, % at 11.9 µM. 360,000 tested, 0.4% active;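 active = inhibition above a per-plate cutoff of the control wells' mean inhibition plus 3 SD, cut at about 5.5% in these data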;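 note: 0% = DMSO wells median and 100% = median of wells with control inhibitor compound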
#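 Dosing: 11.9 µM compound single dose, 0.9% DMSO; Assay system: purified T. brucei MetRS enzyme; Measured by: Kinase-Glo luciferase luminescence reporting remaining unconsumed ATP; Schedule: 15 min plus 2 h at 25 °C.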
# E coli Lon inh: inhibits E. coli Lon protease; purified E. coli Lon protease, fluorescence polarization; inhibition, % at 7.94 µM; 360,000 tested, 0.42% active; in the data active = inhibition above about 13%, passing the limit was not always enough;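 note: 0% = enzyme with probe and DMSO and 100% = no enzyme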
# Target sequence (P0A9M0 whole entry, looked up): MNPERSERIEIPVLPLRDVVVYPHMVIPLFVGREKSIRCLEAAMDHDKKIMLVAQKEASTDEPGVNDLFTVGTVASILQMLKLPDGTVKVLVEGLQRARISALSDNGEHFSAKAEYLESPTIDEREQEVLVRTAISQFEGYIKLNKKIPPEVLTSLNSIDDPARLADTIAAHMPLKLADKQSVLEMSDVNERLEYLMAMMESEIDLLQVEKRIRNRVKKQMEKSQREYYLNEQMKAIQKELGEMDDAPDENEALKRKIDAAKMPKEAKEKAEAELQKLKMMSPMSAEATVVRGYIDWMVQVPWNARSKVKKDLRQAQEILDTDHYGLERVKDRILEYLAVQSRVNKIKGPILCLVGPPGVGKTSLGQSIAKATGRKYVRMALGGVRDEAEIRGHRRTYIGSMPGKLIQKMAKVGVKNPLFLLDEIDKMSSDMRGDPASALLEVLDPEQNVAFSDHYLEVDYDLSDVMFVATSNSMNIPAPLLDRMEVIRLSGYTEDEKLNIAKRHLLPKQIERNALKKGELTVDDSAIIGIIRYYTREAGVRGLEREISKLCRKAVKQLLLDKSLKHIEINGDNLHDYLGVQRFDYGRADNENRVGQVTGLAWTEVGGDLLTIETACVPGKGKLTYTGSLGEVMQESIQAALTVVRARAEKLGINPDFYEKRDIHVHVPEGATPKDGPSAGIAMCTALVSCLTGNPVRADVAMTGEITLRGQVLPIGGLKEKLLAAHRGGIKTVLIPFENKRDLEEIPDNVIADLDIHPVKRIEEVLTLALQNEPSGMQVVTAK
# DNMT1 inh: inhibitors of human DNMT1; AID 588458; P26358; DNMT1 molecular beacon, Hinp1I cleavage, fluorescence; 360,000 tested, 0.83% active; inhibition (reported as % activation of signal), % at 10 µM; in the data active = inhibition above about 50%
# SUMO1 PPI mod: modulators of human SUMO1-mediated protein-protein interactions. 360,000 tested, 0.33% active. SUMO1 binding to a labelled peptide, TR-FRET, 1 h. inhibition, % at 20 µM. P63165. AID 602429; in the data active = inhibition above about 37%
# Target sequence (P63165 whole entry, looked up): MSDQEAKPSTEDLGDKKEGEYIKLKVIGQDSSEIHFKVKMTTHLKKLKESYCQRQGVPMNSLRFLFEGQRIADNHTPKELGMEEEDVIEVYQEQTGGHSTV
# STEP inh: inhibitors of human striatal-enriched phosphatase STEP; 360,000 tested, 0.25% active; P54829; inhibition, % at 20 µM; recombinant STEP, OMFP fluorogenic substrate, fluorescence;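 active = inhibition at 20 µM, scaled per plate between control wells, above about 37%, limit read from the data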;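 note: 0% = DMSO with enzyme and substrate and 100% = substrate only without enzyme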
#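 material = STEP tyrosine phosphatase | reagent = fluorogenic phosphatase substrate OMFP at 25 µM final | doses = single compound dose of 20 µM, 1% DMSO final | schedule = 20 min reaction, room temperature, in the dark | measured by = fluorescence, 480/540 nm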
# NRP1-CendR mod: modulators of CendR peptide binding to human neuropilin-1. AID 602438. O14786. 360,000 tested, 0.85% active. inhibition, % at 25 µM. FAM-RPARPAR peptide binding to NRP-1, fluorescence polarization;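 active = inhibition or corrected inhibition above about 18%, plus a signal ratio from 0.5 to 1.5, limit read from the data, passing the limit was not always enough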; note: strong numbers were not always called active
# Scp-1 inhibitor: Scp-1 (human) phosphatase inhibition | Q9GZU7 | Recombinant Scp1, phosphopeptide, malachite green phosphate absorbance | inhibition, % at 20 µM | 340,000 tested, 0.88% active | AID 493091;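 active = inhibition above about 50% at 20 µM, limit read from the data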;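 note: plate controls were DMSO wells with enzyme for no effect and wells lacking enzyme for full effect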
# Target sequence (Q9GZU7 76-261 limits assumed): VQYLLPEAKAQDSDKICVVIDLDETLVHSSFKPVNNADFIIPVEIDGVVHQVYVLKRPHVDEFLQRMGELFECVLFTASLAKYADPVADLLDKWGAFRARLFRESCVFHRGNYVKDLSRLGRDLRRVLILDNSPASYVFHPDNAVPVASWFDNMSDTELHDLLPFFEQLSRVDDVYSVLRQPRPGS
#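 Times: enzyme reaction 45 min at room temperature, colour 5 min, stabilisation 30 min. Material: SCP-1 catalytic fragment, aa 76-261. Medium: Acidic Tris acetate buffer with magnesium and detergent. Signal: colorimetric free-phosphate detection, absorbance 630 nm. Read-out basis: % inhibition of SCP-1 phosphate liberation. Reagent: Phosphorylated 17-residue peptide substrate.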
# LMPTP block: blocks human LMPTP phosphatase; P24666; AID 651560; 360,000 tested, 0.22% active; inhibition, % at 20 µM; recombinant LMPTP-A, OMFP fluorogenic substrate, fluorescence intensity;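 active = compounds that cut the enzyme signal by at least half of the control window in the single-dose screen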;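 note: plate controls were DMSO wells with enzyme plus substrate for no effect and substrate without enzyme for full effect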
#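 material = LMPTP-A | quantity = 0.625 nM enzyme | reagent = OMFP substrate, 400 µM final | buffer or medium = Bis-Tris pH 6.0, DTT, detergent | detection = endpoint fluorescence intensity from OMFP dephosphorylation | dosing = single 20 µM dose | read-out basis = % inhibition relative to no-enzyme and uninhibited control wells | control set = no-enzyme and uninhibited controls | timing = 50 min at room temperature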
# MsrA inh: bovine MsrA inhibition; purified bovine MsrA, absorbance read-out; inhibition, % at 15.5 µM; 360,000 tested, 0.75% active; AID 651718; in the data active = inhibition above about 4.5%;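 note: 0% = vehicle wells with enzyme and 100% = reference inhibitor wells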
# * marks the source's active call; other numbers are inactive results; / = not tested or not shown. The order is random. Share with any hit: about 4.3%.
# Each structure is followed by: MsrA act	TbMetRS inhib	E coli Lon inh	DNMT1 inh	SUMO1 PPI mod	STEP inh	NRP1-CendR mod	Scp-1 inhibitor	LMPTP block	MsrA inh
1	CCn1c(Cc2ccccc2)nnc1SCC(=O)Nc1nnc(-c2ccccc2)s1
 : -1	0.1	-1	1	6	-1	9	-4	-0.5	-0.1
2	CC(C)c1cc(C(=O)NC2CCCCCC2)c2ccccc2n1
 : -9	-0.3	-3	-1	2	-1	2	/	1.9	0.9
3	CC(=O)Nc1cccc(NC(=O)COc2ccc3c(c2)CCC3)c1
 : -9	-0.4	10	-1	3	-2	-9	-1	-0.9	-0.4
4	Cc1[nH]n2c(=O)c3c(nc2c1-c1ccc(F)cc1)CCCC3
 : -14	-1.9	2	9	9	-2	11	3	6.5	0.2
5	Cc1ccc(C)c(OCCC(=O)OCC(=O)N2CCN(c3ccccc3)CC2)c1
 : -12	-0.9	0	1	3	-3	3	4	-0.1	-0.3
6	CC1(C)CC(=O)C(=CN2CCOCC2)C(=O)C1
 : -3	0.6	2	0	-1	0	14	-5	-0.5	-1.3
7	COc1ccc(/C=C2\SC(=O)N(CC(=O)NCCCn3ccnc3)C2=O)cc1
 : -8	-0.1	9	1	-38	-1	3	-5	2.1	4.0
8	COc1ccccc1-c1cc2nc(C)c(CCC(=O)NCc3ccc(F)cc3)c(C)n2n1
 : -8	-1.1	5	-3	0	-1	3	-5	3.0	-0.1
9	O=C(O)CSc1nnc(-c2ccncc2)n1Cc1ccccc1
 : 1	1.8	2	2	2	0	4	0	-3.5	0.0
10	COc1cccc(CN2CC(C(=O)NCCOc3ccccc3)CCC2=O)c1 (stereo unspecified)
 : 4	0.5	5	1	2	1	3	-3	-1.2	-1.0
11	Cc1cccc(N(CC(=O)NC2CCCCC2)C(=O)Cn2nnc(-c3ccc(C)o3)n2)c1
 : -7	-1.0	2	3	-1	0	-1	-4	-0.5	-0.6
12	COC(=O)c1ccc(CSc2ccc3nnc(-c4ccc(F)cc4)n3n2)o1
 : -3	-0.5	5	3	-7	0	5	-1	-0.8	-1.1
13	O=C(NNC(=S)Nc1ccccc1Cl)c1ccccc1Cl
 : -1	0.1	4	-3	0	-1	-3	-10	-0.7	-1.1
14	CC(=O)c1cccc(NC(=O)NC2CCCCCCC2)c1
 : -3	-0.3	-13	3	-3	-2	-3	-5	1.1	-0.4
15	C/C(=N\NC(=O)c1ccccc1O)c1ccc(Br)s1
 : -1	0.3	0	2	-7	4	-6	7	-0.1	4.2
16	CCc1cccc(CC)c1NC(=O)COC(=O)c1ccc(F)c(S(=O)(=O)N(CC)CC)c1
 : -13	-0.8	-10	7	2	0	-1	0	-1.4	-0.4
17	Cc1cc(C)c2c(N)c(C(=O)Nc3ccc(C)c(C)c3)sc2n1
 : -2	1.4	9	2	-2	2	-6	-2	1.1	1.2
18	Cc1ccc(NC(=O)C(NC2CCCc3ccccc32)c2ccccc2)c([N+](=O)[O-])c1 (stereo unspecified)
 : -4	-0.2	6	-5	-7	4	2	-3	2.3	1.9
19	Cc1cc(N/C=C\c2nnnn2-c2ccccc2)no1
 : 0	1.0	-6	1	3	6	8	-7	-1.0	-0.7
20	CCCC(=O)C1=C(O)C(C(=O)OC)C(C)(C)CC1=N (stereo unspecified)
 : -3	-0.8	2	2	2	-4	4	-5	0.2	-0.2
21	O=c1[nH]c2cc3c(cc2cc1CN(Cc1nnnn1CC1CCCO1)C1CCCC1)OCO3 (stereo unspecified)
 : -14	-0.3	26	-8	-11	2	7	4	-1.6	1.4
22	O=C(CNC(=O)C(c1ccccc1)c1ccccc1)N/N=C/c1ccc(O)cc1O
 : -1	2.2	3	-3	-8	-1	-2	-5	-0.3	1.2
23	CN(C(=O)CCNC(=O)Cn1cnc2ccccc2c1=O)c1ccccc1F
 : -2	-0.6	-1	2	2	1	13	-4	-3.6	0.4
24	O=S(=O)(c1ccc2nc(-c3ccco3)c(-c3ccco3)nc2c1)N1CCOCC1
 : 4	1.0	0	13	30	4	-16	41	11	1.5
25	C=CCOC(=O)CCC(=O)Nc1cc(OC)nc(OC)n1
 : -11	-1.2	-6	-5	-2	-1	-12	0	0.0	-0.4
26	COc1ccc(C(=O)NC(=S)NCCO)cc1Br
 : -3	0.5	-2	-4	2	1	2	-10	0.1	0.8
27	CN(c1ccccc1)S(=O)(=O)c1cccc(C(=O)NCCc2c[nH]c3ccccc23)c1
 : 4	-0.1	-5	-3	6	-1	2	-11	1.8	-1.4
28	Cc1cc(NC2CCCCC2)n2c(n1)nc1ccccc12
 : -2	-0.4	2	0	-1	1	-4	-6	1.7	0.1
29	Cc1ccc(S(=O)(=O)N2CCNC(=O)C2)c(C)c1
 : -8	-0.6	2	0	0	2	0	2	-1.2	0.4
30	Cc1ccc(NC(=O)CCC(=O)NNC(=O)COc2ccccc2)cc1C
 : -3	-0.1	-9	1	4	3	-6	3	0.0	-0.7
31	CC(Nc1ccnc2cc(Cl)ccc12)c1ccc(S(N)(=O)=O)cc1 (stereo unspecified)
 : -2	1.8	-12	-1	4	2	-5	-2	2.4	2.6
32	Cc1cc(C)nc(SCc2ccc3nonc3c2)n1
 : -2	-0.5	6	-5	-31	1	12	5	1.0	-1.2
33	N#Cc1c(N)n(CCCN2CCOCC2)c2nc3ccccc3nc12
 : -6	-0.4	3	-13	-3	1	-10	-6	0.6	3.5
34	Cc1cc(NC(=O)c2cccc(S(=O)(=O)Nc3cccc(C(=O)O)c3)c2)no1
 : -1	-0.2	2	0	2	-1	4	-7	0.7	2.2
35	O=CN1CCN(c2c([N+](=O)[O-])c(=O)oc3ccccc23)CC1
 : -14	-2.0	-8	3	-1	0	-7	-1	-0.6	-0.3
36	Cc1ccc(C)c(N2CCN(C(=O)c3ccc4nc(-c5ccco5)c(-c5ccco5)nc4c3)CC2)c1
 : 1	-0.5	-1	44	-2	1	6	0	3.2	2.6
37	CSCCC(NC(=O)c1ccc(C(C)(C)C)cc1)C(=O)OCC(=O)N1CCCC1=O (stereo unspecified)
 : 1	0.3	-15	0	5	0	-2	40	-1.8	0.4
38	COc1ccc(CNC(=O)COc2cc(O)c3c(c2)OC(C)(C)CC3=O)c(OC)c1
 : 0	-0.4	-11	3	0	2	-4	1	-1.1	2.1
39	O=[N+]([O-])c1cccc(/C=C/C=N/Nc2nc(N3CCCCC3)nc(N3CCCCC3)n2)c1
 : -9	-0.7	3	-1	-4	1	5	8	4.0	0.4
40	O=C(NC1CCCCC1)NC1(C(=O)NCCCN2CCOCC2)CCCCC1
 : -4	-0.8	2	0	-1	-1	1	0	-0.4	1.8
41	CN1C(=O)C(CC(=O)Nc2ccc(F)cc2)N(CCCc2ccccc2)C1=S (stereo unspecified)
 : 0	2.5	3	-9	8	-4	4	-21	0.9	1.0
42	COc1nc(OC)nc(N2CCCCCC2)n1
 : -1	-0.3	-2	1	0	-3	-10	-6	-0.5	0.3
43	CN(CC(=O)Nc1ccccc1C(F)(F)F)C(=O)CSc1nnc(-c2ccncc2)n1C
 : -3	-0.2	-2	0	9	4	3	6	-1.8	-1.3
44	COc1cc2oc(=O)c(Br)c(C)c2c(OC)c1OC
 : -13	-1.4	-4	0	-11	0	4	0	0.9	2.7
45	CCOc1ccc(NS(=O)(=O)c2ccc(C(=O)N3CCC3)cc2)cc1
 : -3	-0.3	-5	-1	-10	1	7	-8	-3.4	0.8
46	COc1ccc(OC)c(CNc2ccc3c(c2)nc(C)n3C)c1
 : -4	-1.4	-13	-4	4	1	-11	-10	0.3	-0.1
47	Cn1c(SCC(=O)Nc2ccc(N3CCOCC3)cc2)nnc1C1CC1
 : -2	-0.2	3	4	-1	3	6	13	-0.8	-0.5
48	COc1ccccc1N1CC(O)=C(c2nc3ccccc3s2)C1=N
 : -12	-1.1	-6	4	0	3	-3	-1	0.9	1.8
49	CC(C)C(NS(=O)(=O)c1cccs1)C(=O)NCc1ccccc1Cl (stereo unspecified)
 : -8	-1.6	4	1	1	9	11	6	-0.6	-0.6
50	COc1ccc(C(=O)N[C@H](C(=O)NCc2ccco2)C(C)C)cc1
 : -4	-0.3	-12	-1	1	-1	-3	-3	-1.1	0.1
51	CC(=O)c1cccc(S(=O)(=O)N2CCN(CCOc3ccccc3)CC2)c1
 : -3	-0.5	-8	2	-3	4	10	-2	-1.1	1.3
52	Oc1ccc(C2Nc3cccc4cccc(c34)N2)cc1
 : -9	-1.1	2	-2	4	2	13	12	14	2.2
53	O=C(Nc1nc(-c2ccccc2)cs1)C1CCCO1 (stereo unspecified)
 : -2	1.0	2	1	-4	0	9	-5	0.8	0.0
54	Cc1cc(Nc2ccc3c(c2)OCCO3)n2ncnc2n1
 : -5	-0.1	2	1	0	-1	0	-13	1.8	0.0
55	Cc1ccc(S(=O)(=O)N2CCN(C(=S)NCCc3ccccc3)CC2)cc1
 : -6	-0.4	-3	-3	1	0	0	-3	0.5	0.8
56	COc1ccc(C2/C(=C(/O)c3ccc(F)cc3)C(=O)C(=O)N2CCCN(C)C)cc1 (stereo unspecified)
 : -2	0.3	2	1	2	0	9	-10	-1.2	0.5
57	Cn1c(SCC(=O)NCc2cccs2)nnc1-c1ccco1
 : -3	-0.2	0	3	-5	-4	-2	0	0.2	-1.2
58	COc1ccc(NC(=O)CN(C)C(=O)c2ccc(-c3ccccc3Cl)o2)cc1
 : 0	4.0	-1	-1	-5	0	0	-7	0.5	-0.2
59	COC(=O)[C@H](Cc1ccccc1)NC(=O)NCc1ccccc1
 : 0	-0.1	4	-3	-2	0	9	-2	-2.3	1.2
60	COc1cccc(C(NC(C)=O)c2nc(-c3cnn(C)c3)cs2)c1 (stereo unspecified)
 : -5	-0.1	-6	1	1	-4	0	/	0.1	0.2
61	CCCN(Cc1ccccc1)C(=S)Nc1ccc(F)cc1
 : 0	-0.8	-4	3	1	1	1	1	0.7	0.3
62	O=C(NCc1nnc(SCc2ccc(C(F)(F)F)cc2)n1-c1ccccc1)C12CC3CC(CC(C3)C1)C2
 : -2	0.1	-7	-7	0	-2	0	-1	1.0	-0.4

# Looked up one by one from above:
# Each structure is followed by: MsrA act	TbMetRS inhib	E coli Lon inh	DNMT1 inh	SUMO1 PPI mod	STEP inh	NRP1-CendR mod	Scp-1 inhibitor	LMPTP block	MsrA inh
45	CCOc1ccc(NS(=O)(=O)c2ccc(C(=O)N3CCC3)cc2)cc1
 : -3	-0.3	-5	-1	-10	1	7	-8	-3.4	0.8
54	Cc1cc(Nc2ccc3c(c2)OCCO3)n2ncnc2n1
 : -5	-0.1	2	1	0	-1	0	-13	1.8	0.0
58	COc1ccc(NC(=O)CN(C)C(=O)c2ccc(-c3ccccc3Cl)o2)cc1
 : 0	4.0	-1	-1	-5	0	0	-7	0.5	-0.2
61	CCCN(Cc1ccccc1)C(=S)Nc1ccc(F)cc1
 : 0	-0.8	-4	3	1	1	1	1	0.7	0.3

# From PubChem BioAssay
